# Compound activity deposited in PubChem BioAssay by several laboratories.
# EBV LMP1 NFkB: reduces LMP1-driven NF-kappaB luciferase signal; inhibition, % at 12.5 µM; LMP1-induced NF-kappaB luciferase reporter cells, luminescence; actives 0.69% (n = 350,000); in the data active means inhibition above about 41%;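 further: 0% = neutral control wells and 100% = reference inhibitor control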
# TWEAK-Fn14 inh: blocks TWEAK-Fn14 interaction in a reporter cell assay; TWEAK-stimulated Fn14 reporter cells, luciferase luminescence, 8 h; inhibition, % at 10 µM; actives 2% (n = 360,000); in the data active means inhibition above about 50%
# SRC1 inh: inhibitors of human steroid receptor coactivator 1 (SRC1); Q15788; HEK293 GAL4-SRC1 luciferase reporter, luminescence; inhibition, % at 3.6 µM; actives 0.12% (n = 360,000); AID 588354;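 active means inhibition above the campaign mean plus 3 SD, with each screening campaign given its own cutoff, cut at about 60% in these data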;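 further: 0% = DMSO treated cells and 100% = gossypol at 36 µM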
# NR5A2 inv ag: suppresses constitutive activity of human LRH-1. O00482. HEK293T StAR-luciferase reporter, LRH-1 transfected, 24 h. inhibition, % at 3.6 µM. actives 0.13% (n = 360,000);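 active means inhibition above the mean inhibition of all tested compounds plus 3 SD, cut at about 73% in these data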;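 further: 0% = DMSO wells and 100% = reporter-only cells lacking LRH-1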
# NOD2 RIPK2 PPI: NOD2-RIPK2 protein interaction inhibition; O43353; CHO BLA complementation NOD2-RIPK2, CCF4 ratio; inhibition, % at 4.98 µM; actives 0.38% (n = 360,000); AID 624267; in the data active means inhibition above about 21%;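 further: 0% = vehicle only and 100% = reference blocker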
# TROY NFkB inh: blocks TROY-dependent signaling in reporter cells; AID 1347056; actives 0.98% (n = 360,000); inhibition, % at 10 µM; Q293 LMP1-TROYcd NF-kB luciferase reporter, 4 h;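 active means compounds whose plate-normalised and pattern-corrected inhibition of the luciferase reporter signal at the single screening dose is 50% or more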
# NR2F2 inh: NR2F2 (human) inhibition, primary screen; HEK293T NGFI-A luciferase reporter, luminescence; inhibition, % at 8.6 µM; actives 0.7% (n = 370,000);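 active means inhibition above a per-plate cutoff, mean inhibition of test wells between control levels plus 3 SD, cut at about 38% in these data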;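 further: cells cotransfected with COUP-TFII expression vector driving the NGFI-A reporter; 0% = median of COUP-TF2 test wells and 100% = reporter-only cells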
# NCOA3 inh: inhibitors of human steroid receptor coactivator 3 (SRC3); Q9Y6Q9; HEK293 GAL4-SRC3 luciferase reporter, luminescence; inhibition, % at 3.6 µM; actives 0.17% (n = 360,000); AID 588352;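 active means inhibition above a per-campaign cutoff, the mean of all compounds plus 3 SD, cut at about 60% in these data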;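 further: 0% = DMSO-treated cells and 100% = gossypol-treated cells at 36 µM; higher means less SRC3-driven luciferase light from the GAL4 reporter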
# SRC2 inh: inhibits human steroid receptor coactivator 2. inhibition, % at 9 µM. HEK293 GAL4-SRC2 luciferase reporter, luminescence. Q15596. actives 0.17% (n = 370,000). AID 651957;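 active means inhibition above the mean inhibition of all tested compounds plus 3 SD, set per campaign, cut at about 52% in these data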;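 further: 0% = DMSO treated cells and 100% = cells given Gossypol at 36 µM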
# Target sequence (Q15596 whole entry, looked up, the tested form may be a part): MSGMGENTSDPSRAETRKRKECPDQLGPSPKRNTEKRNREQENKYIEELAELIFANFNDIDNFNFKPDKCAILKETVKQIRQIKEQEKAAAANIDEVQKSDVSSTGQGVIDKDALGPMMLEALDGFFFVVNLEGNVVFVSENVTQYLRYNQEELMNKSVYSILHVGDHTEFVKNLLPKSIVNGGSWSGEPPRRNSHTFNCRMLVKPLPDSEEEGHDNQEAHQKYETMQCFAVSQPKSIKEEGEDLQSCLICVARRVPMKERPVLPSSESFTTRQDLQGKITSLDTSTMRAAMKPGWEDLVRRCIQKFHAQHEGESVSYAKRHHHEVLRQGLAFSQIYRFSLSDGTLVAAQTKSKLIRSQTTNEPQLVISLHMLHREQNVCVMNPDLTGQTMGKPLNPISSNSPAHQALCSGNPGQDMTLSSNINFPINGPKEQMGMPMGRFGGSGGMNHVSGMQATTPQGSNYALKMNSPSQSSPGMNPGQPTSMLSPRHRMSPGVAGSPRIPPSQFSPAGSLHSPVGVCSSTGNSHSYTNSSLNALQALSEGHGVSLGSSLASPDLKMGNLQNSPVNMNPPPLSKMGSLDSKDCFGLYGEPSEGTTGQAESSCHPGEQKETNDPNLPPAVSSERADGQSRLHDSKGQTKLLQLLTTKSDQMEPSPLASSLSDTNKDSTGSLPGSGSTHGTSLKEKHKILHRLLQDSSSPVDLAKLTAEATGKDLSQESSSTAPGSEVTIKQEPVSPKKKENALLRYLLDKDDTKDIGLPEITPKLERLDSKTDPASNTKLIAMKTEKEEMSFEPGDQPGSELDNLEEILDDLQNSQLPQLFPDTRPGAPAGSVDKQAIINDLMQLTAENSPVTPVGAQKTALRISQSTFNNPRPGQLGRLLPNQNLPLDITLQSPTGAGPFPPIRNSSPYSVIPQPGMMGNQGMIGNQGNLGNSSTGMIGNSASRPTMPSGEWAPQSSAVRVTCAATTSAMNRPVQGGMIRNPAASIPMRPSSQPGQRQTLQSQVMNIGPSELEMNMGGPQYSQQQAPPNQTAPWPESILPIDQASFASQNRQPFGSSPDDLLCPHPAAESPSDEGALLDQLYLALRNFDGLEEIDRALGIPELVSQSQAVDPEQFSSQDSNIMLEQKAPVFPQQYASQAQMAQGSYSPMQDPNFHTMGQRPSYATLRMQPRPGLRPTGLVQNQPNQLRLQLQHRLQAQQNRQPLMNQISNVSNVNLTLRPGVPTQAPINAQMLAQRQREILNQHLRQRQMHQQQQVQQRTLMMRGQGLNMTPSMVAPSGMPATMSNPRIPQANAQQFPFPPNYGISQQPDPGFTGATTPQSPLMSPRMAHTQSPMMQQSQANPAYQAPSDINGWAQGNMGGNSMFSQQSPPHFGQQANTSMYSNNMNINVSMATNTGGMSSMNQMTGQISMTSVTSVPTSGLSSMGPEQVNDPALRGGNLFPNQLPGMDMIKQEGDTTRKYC
# TRAIL sens C8: sensitizes caspase-8 expressing cells to TRAIL. NB7+C8 cells + TRAIL, ATPlite viability luminescence. inhibition (viability loss, TRAIL sensitization), % at 10 µM. actives 1% (n = 360,000);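 active means compounds causing at least 50% loss of cell viability in the single-dose screen, relative to plate controls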
# TLR9-MyD88 inh: inhibitors of human TLR9-MyD88 binding; Q9NR96+Q99836; actives 0.21% (n = 340,000); inhibition, % at 4.98 µM; CHO BLA complementation TLR9-MyD88, CCF4 FRET ratio;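 active means inhibition above the mean over all tested compounds plus 3 SD, cut at about 21% in these data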;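 further: 0% = DMSO only wells and 100% = clavulanate BLA inhibitor control wells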
# * hit, by the source's call; x = not tested or not shown; & = joins results of further samples. This is a subset (hit frequency here may not be typical).
SMILES,EBV LMP1 NFkB,TWEAK-Fn14 inh,SRC1 inh,NR5A2 inv ag,NOD2 RIPK2 PPI,TROY NFkB inh,NR2F2 inh,NCOA3 inh,SRC2 inh,TRAIL sens C8,TLR9-MyD88 inh
COC(=O)c1cn(C(=O)c2ccccc2F)nc1N,4,-8,3,12,-1,-6,x,12,x,2,8
CCCCCNc1c(C(=O)OCC)c(=O)[nH]c2ccccc12,11,-21,2,21,6,3,4,-5,-9,3,2
Cc1ccc(NCN2C(=O)C3CC=C(Cl)CC3C2=O)cc1 (stereo unspecified),-14,5,-7,5,6,-1,-12,-9,5,-6,5
Cc1ccc2oc(=O)n(CC(=O)O)c2c1,-1,-12,-6,-1,5,-8,-13,-9,11,-14,8
COc1ccc(NC(=O)CCOc2ccc(C)cc2)cc1S(=O)(=O)N1CCOCC1,-2,-9,-7,-6,-2,-1,-6,8,5,-5,-2
CC(C)CCNC(=O)C(c1ccco1)N(CCCO)C(=O)Cn1nnc(-c2ccc(F)cc2)n1 (stereo unspecified),-2,-5,7,8,0,3,-1,24,19,5,4
O=C(N/N=C/c1ccccc1OCc1ccccc1)c1cccs1,-3,11,-21,-59,-1,-37,-32,-34,-15,-3,9
Cc1cc(N(CC(=O)NC(C)C)S(C)(=O)=O)ccc1Br,9,4,-25,-3,24*,18,4,-8,-4,8,-13
O=C(O)C1CCCCC1C(=O)NCc1ccccn1 (stereo unspecified),-6,-4,-6,-7,-2,14,0,14,-16,-2,-16
Cc1cc(C)n(-c2ccc(C(=O)OC(C)C)cc2)n1,8,-32,0,-9,1,-6,-19,-7,-9,1,-1
CCN1C(=O)c2c(C)nc3ccccc3c2C1=O,-1,0,9,-31,-2,1,x,0,x,-8,-1
COc1ccccc1NC(=O)c1cc(Cl)ccc1NC(=O)c1ccco1,3,13,-7,14,6,-2,-6,-26,-5,0,-5
CC(C)(C)c1cc(NS(=O)(=O)c2cccs2)no1,11,13,14,5,-6,9,-9,11,-24,-6,-5
COc1cccc(CN(C)C(=S)Nc2cccc(C)c2)c1,3,14,-17,0,-2,-13,-12,10,-21,3,2
O=c1cc(N2CCC3(CC2)OCCO3)[nH]c(=O)n1C1CCCCC1,1,0,-13,-13,-1,-28,-6,-3,-39,7,-6
COc1ccc(NC(=O)c2ccc(NC(=O)C(C)C)cc2)c([N+](=O)[O-])c1,-11,3,-15,5,3,-7,6,0,-6,-2,-9
Cn1cnc([N+](=O)[O-])c1NCc1ccccc1,x,7,-3,7,-7,-20,13,-7,-13,-11,x
CN(C)Cc1csc(NC(=O)Nc2ccccc2C(C)(C)C)n1,x,1,-12,10,4,-7,7,6,-15,2,x
CNC(=S)N(CCc1c(C)[nH]c2ccc(C)cc12)Cc1ccc(OC)c(OC)c1,2,18,-6,10,14,9,18,-3,-26,-6,6
CC(C)(C)C(=O)CSc1nccc(=O)[nH]1,-18,-14,-4,-13,-10,-6,-34,16,22,3,11
Cc1ccc(NC(=O)CCNS(=O)(=O)c2ccc(Br)s2)cc1,-5,18,7,6,-9,1,-12,-14,11,-6,5
O=C(COC(=O)c1ccc(O)cc1)Nc1cccc(S(=O)(=O)NC2=NCCCCC2)c1,-11,-7,6,-5,-1,-3,3,5,11,-1,-49
Cc1ccc(NC(=O)COC(=O)c2cc(-c3cccs3)nn2-c2ccccc2)cc1[N+](=O)[O-],2,-15,-7,10,-12,-15,1,-7,-3,-9,-5
C/C=C/C=C/C(=O)OCC(=O)Nc1ccc(Cl)cc1,0,-16,-12,5,3,6,8,10,-16,-16,-11
Cc1cc(Oc2nc3c(C)cccn3c(=O)c2/C=C(\C#N)S(=O)(=O)c2ccccc2)ccc1Cl,7,11,5,20,-5,0,1,2,-13,1,1
Cc1cc(C(=O)NCCN2CCCCC2C)n(-c2ccccc2)n1 (stereo unspecified),6,-20,-13,-16,-13,-6,-61,-15,-27,2,-4
Cc1ccc(SCc2ccc(C(=O)N3CCCCC3)cc2)cc1,-16,-42,-13,-19,5,-78,-14,-21,-13,-10,12
COc1ccc(CNC(=O)Nc2nc(C(N)Cc3ccc(C(F)(F)F)cc3)cs2)cc1 (stereo unspecified),x,-3,-15,-17,0,13,16,-12,17,19,x
CCc1ccc(NC(=O)C2CCN(S(=O)(=O)c3cccs3)CC2)cc1,-1,12,8,7,-22,-3,4,10,8,11,1
CCCCNc1c(-c2ccc(SC3CCCCC3)cc2)nc2ccccn12,-53,29&11,-82,-109&-65,6&-6,45&43,-57,-52,-70,36&24,0
CCOc1ccc(S(=O)(=O)NCCC(=O)OCN2C(=O)c3ccccc3C2=O)cc1,-2,-30,7,5,-2,5,5,11,-1,-12,-10
CC(C)NC(=O)c1sc2nc3c(c(-c4cccs4)c2c1N)CN(C)CC3,0,-4,-22,-1,-1,-10,-4,-2,-19,-5,3
CC1CCC(NC(=O)C2CCC(CNS(=O)(=O)c3cccc4nsnc34)CC2)CC1 (stereo unspecified),7,-8,5,-2,-8,-3,2,4,5,2,5
CC(C)N(Cc1ccccc1)C(=O)c1cnc2n(c1=O)CCS2,4,0,-4,10,-5,-1,12,13,16,-2,4
O=C(NNC(=S)NC(=O)c1cccnc1)c1ccc(Cl)cc1,4,2,-3,7,-3,-34,2,0,-23,9,3
CCOc1ccc(NC(=O)COC(=O)C2CCC(=O)N2)c([N+](=O)[O-])c1 (stereo unspecified),6,-9,20,56,0,-5,0,-2,-12,-8,0
CCCCCCCCCCOC(=O)Cn1c(COc2ccccc2C)[n+](C)c2ccccc21,18,92*,30,41,22*,52*,x,15,x,49,14
COc1cc(CCC(=O)NNC(=O)c2ccc(C)cc2)cc(OC)c1OC,1,2,-18,7,4,-7,13,15,-7,-14,-3
CCN1CCN(C(=S)c2ccc(OCC(=O)Nc3ccc(OC)cc3)cc2)CC1,1,5,-26,12,4,-4,6,9,1,-1,-7
C1CNC(C23CC4CC(CC(C4)C2)C3)=N1,-2,11,-11,-19,-10,3,18,17,-25,-14,8
Cc1nc(-c2ccc([N+](=O)[O-])cc2)sc1C(=O)O,-4,-18,-22,-53,-7,7,-34,-32,-22,-7,0
CCOC(=O)/C(=N/Nc1ccccc1)Sc1nnc(CCc2ccccc2)n1-c1ccccc1,-8,-6,-11,-20,-1,10,-11,9,-13,-8,3
COc1ccc(C(=O)N/C(=C/c2cccs2)C(=O)N2CCN(C)CC2)cc1,0,15,-1,-4,5,6,2,-2,-21,-20,-4
O=[N+]([O-])c1ccccc1SN(Cc1ccccc1)c1ccccn1,-9,0,6,10,-4,11,12,6,-11,2,8
COc1ccccc1-n1ccnc(SCC(=O)NC2CCCCC2)c1=O,-4,1,8,2,-8,8,-19,0,-29,-10,-5
NS(=O)(=O)c1ccc(CCNc2ccn3nc(-c4ccccc4)cc3n2)cc1,x,6,-16,-28,2,-17,-20,-12,-62,-5,x
COc1ccc(CN(C(=O)c2ccco2)c2ccccc2)cc1,-3,-4,16,-14,1,3,-31,13,-11,-7,0
COc1ccc(C(=O)COC(=O)C2CCC(=O)N2)cc1 (stereo unspecified),4,-8,-15,-45,0,-45,0,-22,20,6,-3
COc1cc(OC)c2c(C)cc(=O)oc2c1C(CCN1CCN(c2ccccc2)CC1)c1ccc2c(c1)OCO2 (stereo unspecified),-12,-7,-25,-6,-5,2,21,-13,26,-5,-4
O/N=C/c1cccn1-c1ccc(O)cc1,-3,5,18,-1,6,2,-6,-1,1,-10,4

# Going on with the list:
SMILES,EBV LMP1 NFkB,TWEAK-Fn14 inh,SRC1 inh,NR5A2 inv ag,NOD2 RIPK2 PPI,TROY NFkB inh,NR2F2 inh,NCOA3 inh,SRC2 inh,TRAIL sens C8,TLR9-MyD88 inh
Cc1cc2ncn(/N=C/c3cccnc3)c2cc1C,-11,-5,-3,-13,-16,1,-19,-8,-6,-4,-1
Cc1cc(C)c[n+](CC(=O)c2ccccc2)c1,5,7,0,5,1,8,6,4,7,1,-5
O=C(CSc1nc2sccc2c(=O)[nH]1)N1CCN(c2ccccc2)CC1,-2,8,6,10,5,34,-8,-4,-9,-20,-5
CC1CCc2c(sc3ncnc(SC(C)C(=O)NCC4CCCO4)c23)C1 (stereo unspecified),0,-24,-4,-26,-3,28,17,-5,6,-11,3
CCNC(=O)C(=O)Nc1ccc2c(c1)N(S(=O)(=O)c1cccs1)CCC2,3,4,7,-15,-5,-1,0,18,-30,13,-11
CC(=O)Nc1cccc(NC(=O)CSc2ccc(-c3cccnc3)nn2)c1,-3,23,-41,20,-9,5,1,15,-15,-9,4
CCCCCOC(=O)c1ccc(N2C(=O)C3C4C=CC(C4)C3C2=O)cc1 (stereo unspecified),1,-7,-1,13,-10,4,4,14,-15,17,-3
CC(=O)N(c1ccccc1)c1c(F)c(F)c(F)c(F)c1F,-2,2,-8,-16,-2,-8,-4,6,-9,-8,1
O=C(CCn1cccc1)NCc1ccc(Cl)cc1,4,-8,4,11,3,14,4,8,10,6,-4
CC1CCC(=C(C#N)c2nc(-c3cc4ccccc4oc3=O)cs2)CC1 (stereo unspecified),-41,54*,-23,-12,-12,47,x,4,x,16,3
Cc1ccc(N(C(=O)c2csnn2)C(C(=O)NC2CCCC2)c2ccccn2)c(C)c1 (stereo unspecified),-1,14,6,2,-6,-40,15,-10,-9,-2,10
O=C(O)c1cccc(CN2C(=O)S/C(=C/c3cccc([N+](=O)[O-])c3)C2=O)c1,-13,34,-13,-10,-2,26,7,3,7,7,-6
CC(C)c1ccc(S(=O)(=O)N2CCC(C(=O)N3CCN(c4cccc(Cl)c4)CC3)CC2)cc1,-1,29,-8,-7,-3,1,1,-4,7,-3,0
Cc1ccc(S(=O)(=O)N(C)c2nc3ccccc3n3c(C(C)C)nnc23)cc1,-1,7,-4,7,0,7,-13,6,3,-22,-5
Cc1ccc(S(=O)(=O)N2CCOC2CNC(=O)C(=O)NCc2ccco2)cc1 (stereo unspecified),-8,3,-11,11,-9,9,8,-3,17,-11,0
CC1(C)OCC(C2CC(c3ccccc3)NS(=O)(=O)O2)O1 (stereo unspecified),0,-4,8,12,-5,8,13,27,7,-10,1
Cc1ccsc1-c1cc2nc(NCCCN(C)C)n(C)c(=O)c2s1,x,-35,-23,-7,-5,-44,-17,-8,-49,5,x
CN(NC(=O)/C=C/C(=O)O)c1ncc(C(F)(F)F)cc1Cl,1,-30,-7,-10,-3,9,5,18,6,-10,2
Cc1ccccc1OCC(=O)NC(=S)Nc1ccccc1N1CCN(S(C)(=O)=O)CC1,-1,0,-15,-11,-3,5,11,-13,17,9,9
OCCCNc1ncnc2c1ncn2[C@H]1CN(Cc2cccs2)C[C@@H](CO)O1,x,-13,6,25,0,0,-6,28,-6,13,x

# Compounds above with a cyano group, in the order listed:
SMILES,EBV LMP1 NFkB,TWEAK-Fn14 inh,SRC1 inh,NR5A2 inv ag,NOD2 RIPK2 PPI,TROY NFkB inh,NR2F2 inh,NCOA3 inh,SRC2 inh,TRAIL sens C8,TLR9-MyD88 inh
Cc1cc(Oc2nc3c(C)cccn3c(=O)c2/C=C(\C#N)S(=O)(=O)c2ccccc2)ccc1Cl,7,11,5,20,-5,0,1,2,-13,1,1
CC1CCC(=C(C#N)c2nc(-c3cc4ccccc4oc3=O)cs2)CC1 (stereo unspecified),-41,54*,-23,-12,-12,47,x,4,x,16,3
